SW480 rerep: A quantitative high throughput screen for small molecules that induce DNA re-replication in SW480 colon adenocarcinoma cells. actives 1.8% (n = 340,000). SW480 DNA re-replication, Hoechst DNA content imaging, 48 h. Potency, µM (series often up to 46.1 µM), without a hit: at the highest dose re-replication activation, usual class: activators; also: potency is read from the fitted curve at half-maximal effect; % of control where 0% means no effect; nearly all actives have a fitted effect of over 55% in size
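Image-based DNA-content assay: after two days of treatment, nuclei were labelled with the DNA dye Hoechst and imaged, and hits were compounds raising the count of nuclei showing high fluorescence intensity.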
MCF10A rereplic: A quantitative high throughput screen for small molecules that induce DNA re-replication in MCF 10a normal breast cells | Potency, µM (highest dose often 46.1 µM), for inactives: at the top dose activity, positive = re-replication, hits mostly activators | actives 2.9% (n = 350,000) | MCF 10A DNA re-replication, Hoechst nuclear intensity, 48 h; also: potency is read from the fitted curve at half-maximal effect; % of control where 0% means no effect; nearly all actives have a fitted effect of over 50% in size
HepG2 viability: qHTS for Inhibitors of TGF-b: Cytotox Counterscreen; actives 0.76% (n = 410,000); AID 588856, 2011; HepG2 CAGA-GFP viability, ATP luminescence, 18 h; Potency, µM (top dose mostly 46.1 µM), for the others: at the highest dose activity change, negative = cytotoxicity, usual class: cytotoxic; also: potency is read from the fitted curve at half-maximal effect; some results filed as inactive show a strong effect at the top dose
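CellTiter-Glo luminescence gave cytotoxicity after 18 hours at 37 degrees C. The cells were HepG2 CAGA-GFP in 1% FBS DMEM, stimulated with 500 pg/mL TGF-beta after compound addition. %Activity was normalised to no-cell wells (complete cell-killing) and DMSO (no toxicity), and curves were fitted and classified.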
IL1B secr inh: qHTS for Inhibitors of Inflammasome Signaling: IL-1-beta AlphaLISA Primary Screen; THP-1 LPS/ATP IL-1B secretion, AlphaLISA, 16 h; active compounds read low; activity change, % at 57.5 µM; actives 4.7% (n = 360,000); AID 743279, 2014; in the data active = activity change below about -50%; inconclusive = mostly about -30% to -49%; also: % is scaled to controls: 0 for no effect and ±100 for the full control effect
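THP-1 cells pretreated 1 hr with compounds (up to 57.5 uM final), then stimulated with LPS (250 ng/mL final) plus ATP (1.25 mM final); secreted IL-1B measured by AlphaLISA after 16 hr, decreased signal indicating inhibition.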
HT1080NT lethal: qHTS for induction of synthetic lethality in tumor cells producing 2HG: qHTS for the HT-1080-NT fibrosarcoma cell line | HT-1080-NT fibrosarcoma viability, CellTiter-Glo ATP luminescence, 48 h | Potency, µM (series often up to 46.1 µM), for inactives: at the top dose activity, negative = less viability, hits mostly cytotoxic | actives 1.6% (n = 360,000) | AID 686970, 2013;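 also: NT is the 2HG producing partner of a matched IDH1 knockdown line; potency is read from the fitted curve at half-maximal effect; 0% = DMSO-treated cells and -100% = media-only wells without cells; nearly all actives have a fitted effect of over 55% in size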
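HT-1080-NT; 750 cells/well; 5% FBS RPMI; 48 h compound, 37 degrees C; CellTiter-Glo luminescence; curve fitting and curve-class assignment.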
ATXN2 expr inh: Primary qHTS for Inhibitors of ATXN expression | Potency, µM (doses to about 57 µM), without a hit: at the top dose activity change, negative = inhibition, usual class: inhibitors | actives 0.72% (n = 360,000) | HEK-293 ATXN2-luciferase reporter, luminescence, 24 h | AID 1745845, 2022; also: potency is read from the fitted curve at half-maximal effect; % is scaled to controls: 0 for no effect and ±100 for the full control effect; nearly all actives have a fitted effect of over 55% in size
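qHTS (up to 57 uM final) was run with 24 h compound exposure of reporter cells at 37 °C. Each well was multiplexed: SteadyGlo luminescence measured ATXN2-luciferase expression after a fluorogenic Gly-Phe-AFC viability readout (25 uM final).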
KB-3-1 cytotox: qHTS assay for MDR1-selective chemotherapeutics: Primary screen using the parental adenocarcinoma cell KB-3-1; KB-3-1 viability, CellTiter-Glo ATP luminescence, 72 h; Potency, µM (series often up to 46.1 µM), for inactives: top-dose activity change, negative = cytotoxic, hits mostly cytotoxic; actives 1.4% (n = 400,000); AID 1347075, 2019; also: potency is read from the fitted curve at half-maximal effect; % is scaled to controls: 0 for no effect and ±100 for the full control effect; nearly all actives have a fitted effect of over 60% in size
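Viability of parental KB-3-1 cells, measured by CellTiter-Glo luminescence, followed a 72 h incubation at 37 °C with pinned compounds in phenol-red-free DMEM containing 10% FBS.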
S2 tox: Viability Counterscreen for Primary qHTS for Inhibitors of ATXN expression | S2 cells (HEK-293 line with an ATXN2-luciferase reporter) viability, CellTiter-Fluor protease fluorescence, 24 h | Potency, µM (top dose mostly 56.7 µM), actives largely listed as cytotoxic | actives 0.49% (n = 400,000) | AID 651635, 2014; also: potency is read from the fitted curve at half-maximal effect; nearly all actives have a fitted effect of over 40% in size
HT1080 IDH1KD tx: qHTS for induction of synthetic lethality in tumor cells producing 2HG: qHTS for the HT-1080-IDH1KD cell line; actives 2% (n = 360,000); HT-1080 IDH1 knockdown viability, ATP luminescence, 48 h; Potency, µM (highest dose often 46.1 µM), for inactives: at the highest dose activity, negative = toxicity, actives largely listed as cytotoxic;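 also: potency is read from the fitted curve at half-maximal effect; 0% = DMSO wells and -100% = cell-free medium wells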
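Assay cells: HT-1080 with IDH1 knockdown, 750 per well, RPMI/5% FBS. Exposure: 48 h at 37 °C following 2 h pre-incubation. Read: CellTiter-Glo luminescence; fitted concentration-response, curve class assigned.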
Numbers without * were called inactive; i = inactive; ? = inconclusive; . = no result given; & = joins results of further samples; [ ] = another dose, or the depositor's remark. Unless noted, calls follow the shape of the dose curve; as a rule, active = well fitted curve in the direction sought with a large enough effect; inconclusive = small, poorly fitted or top-dose-only effect, or another doubt; inactive = no such curve, though single readings can be large; an effect the other way counts as inactive or inconclusive.

Preview:
#	Compound	SW480 rerep	MCF10A rereplic	HepG2 viability	IL1B secr inh	HT1080NT lethal	ATXN2 expr inh	KB-3-1 cytotox	S2 tox	HT1080 IDH1KD tx
1	Cc1ccccc1C(=O)NCCOc1ccccc1Cl	-7.2%	0.0%	-24.0%	-5.5	0.1%	1.7%	14.4%	i	-12.2%
2	CC(C)(C)c1ccc(C(=O)NCCC(=O)Nc2ccc3c(c2)OCCO3)cc1	5.2%	8.3%	10.0%	3.7	5.4%	8.0%	-1.0%	i	4.5%

Results, repeating the preview:
#	Compound	SW480 rerep	MCF10A rereplic	HepG2 viability	IL1B secr inh	HT1080NT lethal	ATXN2 expr inh	KB-3-1 cytotox	S2 tox	HT1080 IDH1KD tx
1	Cc1ccccc1C(=O)NCCOc1ccccc1Cl	-7.2%	0.0%	-24.0%	-5.5	0.1%	1.7%	14.4%	i	-12.2%
2	CC(C)(C)c1ccc(C(=O)NCCC(=O)Nc2ccc3c(c2)OCCO3)cc1	5.2%	8.3%	10.0%	3.7	5.4%	8.0%	-1.0%	i	4.5%
3	Cc1ccc2c(c1)N(CC(=O)Nc1c(C)cccc1C)C(=O)c1cccnc1O2	-5.4%	0.9%	1.1%	-0.3	-0.9%	-6.1%	5.2%	i	7.5%
4	COc1cccc(NC(=O)CCc2nc3c(C)nn(-c4ccc(C)cc4)c3n(C)c2=O)c1	.	.	2.7%	.	.	6.9%	6.5%	i	.
5	c1ccc(CN2CCCC3(CCCN(Cc4nc(CC5CC5)no4)C3)C2)cc1 (stereo unspecified)	-21.1%	16.2%	-3.3%	15.9	1.3%	.	-16.8%	i	0.1%
6	CC1CC(C)CN(S(=O)(=O)c2ccc3c(c2)CCN3C(=O)C2CC2)C1 (stereo unspecified)	-4.0%	1.6%	-1.4%	10.4	-6.8%	-18.1%	-23.3%	i	-8.3%
7	COc1ccc2c(c1)c1c(c(=O)n(-c3ccccc3C)c(=O)n1CC(=O)Nc1c(C)cccc1C)n2C	.	.	2.7%	.	.	5.2%	0.6%	i	.
8	Cc1cc(Nc2ccc(F)cc2F)n2nc(C)nc2n1	-5.0%	19.1%	-11.4%	16.0	6.9%	3.3%	6.2%	i	13.6%
9	O=C(CC1C(=O)NCCN1Cc1ccccc1C(F)(F)F)NC1CCC1 (stereo unspecified)	?	?	-13.7%	-10.1	-20.5%	1.5%	-0.8%	i	-15.8%
10	O=C(COC(=O)[C@H](Cc1ccccc1)NC(=O)c1cccs1)NC1CCCCC1	-10.0%	7.4%	2.6%	-0.8	1.1%	-1.9%	-0.4%	i	4.7%
11	COc1ccc(-c2nc(NCCN(C)C)nc3ccsc23)c(C)c1	.	.	-42.4%	-53.2*	?	6.6%	-2.8%	i	?
12	CCC(=O)Oc1oc(-c2ccccc2)nc1C=Nc1ccccc1OC	?	18.4µM*	-28.2%	29.2	1.0%	1.0%	8.0%	i	2.6%
13	CCOC(=O)C1CCCN(C(=O)C2(c3ccc(Cl)cc3)CCCC2)CC1 (stereo unspecified)	.	.	14.6%	16.5	-27.3%	-21.4%	-0.6%	i	-15.4%
14	COc1ccc(-n2ncc3c(Nc4cccc(C)c4)ncnc32)cc1	7.3%	-1.9%	3.8%	-16.0	-8.2%	25.2%	-5.1%	i	20.7%[9.24 µM]
15	N#C/C(=C\c1ccco1)Sc1nc2ccccc2s1	?	?	-40.5%	-65.5*	-7.5%	83.8%[activator]	-4.2%	i	-18.3%
16	CC1(C(=O)Nc2ccc3[nH]ncc3c2)CCN1C(=O)Cc1ccc(-c2ccccc2)cc1 (stereo unspecified)	.	.	-30.0%	?	?	-19.8%	-11.6%	?	-22.1%
17	COCCn1c(Br)nc2c1c(=O)n(C)c(=O)n2C	1.3%	-2.5%	-9.1%	-8.6	14.8%	2.3%	4.6%	i	8.7%
18	CC1(C)C(=O)OC(c2ccccc2)C2(CCCC2)C1=O (stereo unspecified)	1.0%	-2.9%	-6.2%	0.0	-4.6%	-6.6%	-9.3%	i	-3.2%
19	O=C(Nc1ccc(F)cc1)c1cc2c(s1)CCCC2	-27.5%	?	-45.5%	.	-9.9%	103.1%[activator]	-2.8%	i	?
20	C=C[C@H](CC(C)C)N(Cc1ccccc1)S(=O)(=O)N(Cc1ccccc1)[C@@H](C=C)CC(C)C	-2.9%[9.22 µM]	9.2µM*	-35.1%&-1.0%	11.9	1.1%	1.3%	-13.1%&-5.0%	i	14.4%
21	Cc1ccc(NC(=O)CC(NCCN2CCOCC2)C(=O)O)cc1Cl (stereo unspecified)	-0.1%	0.7%	-6.1%	-16.7	-4.3%	-1.9%	-5.5%	i	-0.4%
22	CC1CC(C(F)F)n2nc(C(=O)O)cc2N1 (stereo unspecified)	-6.4%	-24.4%	-0.6%	3.6	3.2%	-1.6%	3.4%	i	2.3%
23	CCC(C)NS(=O)(=O)c1ccc(OCC(=O)Nc2ccc(F)cc2F)cc1 (stereo unspecified)	0.3%	0.2%	8.8%	2.9	0.9%	4.5%	-0.9%	i	-8.9%
24	COc1ccc(Br)cc1C(=O)Nc1ccc2oc(-c3cccnc3)nc2c1	.	.	1.7%	.	.	-12.1%	2.6%	i	.
25	COc1ccc2nc(SCC(=O)NC(C)c3ccccc3)[nH]c2c1 (stereo unspecified)	0.2%	-8.7%	-4.1%	9.9	14.3%	.	0.1%	.	4.7%
26	COc1ccccc1N1CCN(C(=O)c2ccc(CSc3ccccc3)cc2)CC1	7.0%	?	5.8%	-24.8	-1.7%	4.9%	0.0%	i	0.8%
27	C/C(N)=C(/C#N)C(=O)CSc1nnc(COc2cc(C)ccc2C)o1	19.9%	18.4µM*	0.4%	14.5	-6.2%	-14.9%	3.6%	i	-1.1%
28	O=C(O)CCSCCC(=O)O	-2.1%	0.9%	-1.6%	1.2	18.3%	-20.1%	-2.0%	i	20.4%
29	CCCn1cc(CN2CCC(Oc3ccc(C(=O)N4CCCC4)cc3)CC2)c(C)n1	-1.5%	1.2%	-0.3%	37.1	1.4%	-6.5%	19.6%	?	5.0%
30	COc1ccc(-c2cc(C(=O)Nc3cccc(S(=O)(=O)NCc4ccco4)c3)c3ccccc3n2)cc1OC	?	11.6µM*	-3.1%	?	0.2%	.	-6.0%	i	-11.7%
31	CN(C)C(=O)CCc1ccc2c3c([nH]c2c1)[C@]1(CCc2ccccc2)[C@@H](C(=O)N2CCCCC2)C[C@H](CC(=O)NCc2cccc(C(F)(F)F)c2)C(=O)N1CC3	15.8%	-14.4%	-13.1%	-71.0*	13.9%	0.9%	?	i	3.7%
32	CC(C)C[C@H](NC(=O)c1[nH]cnc1C(=O)N[C@@H](C)c1ccccc1)C(=O)OC(C)(C)C	7.0%	?	-58.9%	-4.1	?	?	?	25.1µM*	?
33	Cc1ccc(N2C(=O)[C@@H]3C(C(=O)C(c4ccccc4)c4ccccc4)=NN[C@@H]3C2=O)cc1	-5.2%	-5.0%	11.4%	22.2	5.8%	1.9%	4.6%	i	8.1%
34	COCCNC(=O)NC(=O)CN1CCN(C(c2ccccc2)c2ccccc2)CC1	-12.1%	-18.1%	2.3%	-1.8	0.8%	6.2%	4.4%	i	-0.7%
35	CC1=NN(C(=O)Cn2nc([N+](=O)[O-])c(Br)c2C)C(O)(C(F)(F)F)C1 (stereo unspecified)	1.7%	4.8%	-47.0%	11.0	10.9%	3.9%	1.5%	i	17.9%
36	Cc1cc(C)n2ncc(C(=O)NCc3ccc(Cl)cc3)c2n1	-4.6%	-1.5%	-13.4%	3.8	-1.2%	-10.9%	1.0%	i	1.1%
37	CCOC(=O)C1=C(N)Oc2cc(O)ccc2C1c1ccc(C)cc1 (stereo unspecified)	9.4%	?	-54.8%	-71.9*	?	-25.6%	-6.6%	i	20.6µM*
38	CC(C)Oc1ccc(CCc2n[nH]c(=S)n2Cc2ccccc2)cc1	-12.8%	1.7%	-41.2%	16.3	11.6%	-21.5%	-9.3%	i	-0.6%
39	Cc1nnc(SCC(=O)NC2CCCc3c2cnn3-c2ccc(F)cc2F)o1 (stereo unspecified)	4.5%	11.3%	6.2%	11.9	9.4%	9.4%	-9.8%	i	-12.5%
40	CCOC(=O)C1CCCCN1Cc1cccc(C(F)(F)F)c1 (stereo unspecified)	0.4%	3.8%	0.0%	2.2	14.9%	-13.6%	15.0%	i	26.4%
41	COc1ccc(Cl)cc1S(=O)(=O)N1CCC(C(=O)NCc2ccccn2)CC1	-32.5%[inhibitor]	-19.8%	-2.3%	-3.1	1.3%	3.0%	7.7%	?	-2.5%
42	O=C(CC1C(=O)NCCN1Cc1ccccc1)NCCCOc1cccnc1 (stereo unspecified)	18.1%	?	-0.1%	7.0	12.6%	3.9%	-1.7%	i	27.3%
43	CC1Nc2ncnc(N3CCN(c4ccccc4)CC3)c2N(Cc2ccc(Cl)cc2)C1=O (stereo unspecified)	3.1%	9.7%	-17.6%	?	-19.0%	-35.9%	-4.3%	i	-12.1%
44	CCOc1ccc(C(=O)Nc2ccc3nc(N4CCN(CC)CC4)cc(C)c3c2)cc1	3.1%	11.9%	-5.5%	?	-2.1%	-23.2%	-26.1%	?	-6.9%
45	FC(F)c1nc2nc(Cl)c(Cl)nc2[nH]1	.	.	6.9%	40.7	-13.4%	.	?	i	?
